GLP-1R agonist = activates the human GLP-1 receptor. 0.007% of 380,000 active. HEK293 GLP-1R CRE-luciferase, luminescence, 4-6 h; cells express a hypersensitive GLP-1R form. AID 624172. P43220. Potency, µM (top dose mostly 45.6 µM), for inactives: at the highest dose activation, most hits filed as activators; also: potency is read from the fitted curve at half-maximal effect; % of control where 0% means no effect
Target sequence (P43220 whole entry, looked up): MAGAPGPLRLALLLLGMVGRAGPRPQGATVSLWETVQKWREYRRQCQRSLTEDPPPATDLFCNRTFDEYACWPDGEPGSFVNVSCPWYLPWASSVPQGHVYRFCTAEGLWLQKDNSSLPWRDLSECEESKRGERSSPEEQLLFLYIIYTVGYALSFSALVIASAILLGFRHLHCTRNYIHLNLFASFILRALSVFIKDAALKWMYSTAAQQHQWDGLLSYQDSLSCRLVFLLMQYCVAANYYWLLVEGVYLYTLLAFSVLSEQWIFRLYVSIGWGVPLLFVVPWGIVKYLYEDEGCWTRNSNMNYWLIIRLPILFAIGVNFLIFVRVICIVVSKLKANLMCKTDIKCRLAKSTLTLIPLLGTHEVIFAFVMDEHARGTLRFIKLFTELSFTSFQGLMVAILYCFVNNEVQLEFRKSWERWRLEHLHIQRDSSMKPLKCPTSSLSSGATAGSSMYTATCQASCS
GLP1R inv ag = acts as inverse agonist at human GLP-1 receptor; HEK293 GLP-1R CRE-luciferase, luminescence, 24 h; GLP-1R form is constitutively active; Potency, µM (highest dose often 38.3 µM), inactives show at the highest dose activity change, negative = inhibition, hits mostly inhibitors; 1.6% of 410,000 active; also: potency is read from the fitted curve at half-maximal effect; % is scaled to controls: 0 for no effect and ±100 for the full control effect; nearly all actives have a fitted effect of over 55% in size
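Readout was luciferase luminescence, measured 12 min after detection reagent at room temperature. Beforehand, GLP-1R reporter HEK293 cells had sat 12 h, then received compounds for 24 hr at 37 deg C.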
TDP43 rescue = TDP-43 toxicity inhibition in yeast | TDP-43 expressing yeast growth rescue, BacTiter-Glo, 24 h | Potency, µM (titrated, usually from 46.1 µM), for inactives: at the top dose growth rescue (activation), most hits filed as activators | 1.8% of 410,000 active | AID 652104; also: potency is read from the fitted curve at half-maximal effect; % of control where 0% means no effect; nearly all actives have a fitted effect of over 50% in size
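Cell-based yeast growth screen: TDP-43 expression induced in galactose, inoculum OD600=0.02 after raffinose pregrowth to mid-log. Read-out BacTiter-Glo luminescence at 24 hr, 30 deg C; inhibition of toxicity seen as signal increase.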
HEK293 tox = cytotoxic in the GLP-1 receptor inverse agonist counter-screen. HEK293 cAMP-luciferase reporter cells, luminescence, 24 h. Potency, µM (highest dose often 38.3 µM), without a hit: top-dose activity change, negative = inhibition, most hits filed as inhibitors. 0.13% of 410,000 active. AID 624418;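 also: loss of luciferase light is scored as toxicity; potency is read from the fitted curve at half-maximal effect; % is scaled to controls: 0 for no effect and ±100 for the full control effect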
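Seeding density was 200 cells/uL; after overnight-length (12 h) culture, 23 nL compounds went on for 24 h at 37 °C. Readout used a luciferase detection reagent, luminescence taken after 12 min at room temperature.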
aSyn rescue = alpha-synuclein toxicity inhibition in yeast; Yeast expressing alpha-synuclein, growth rescue, BacTiter-Glo, 24 h; 0.14% of 370,000 active; Potency, µM (doses to about 46.1 µM), inactives show top-dose growth rescue (activation), most hits filed as activators; also: potency is read from the fitted curve at half-maximal effect; % of control where 0% means no effect; nearly all actives have a fitted effect of over 65% in size
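Galactose-induced alpha-syn yeast (OD600=0.02, raffinose-pregrown) + pinned cpd, 24 hr, 30 deg C; growth by BacTiter-Glo luminescence. Growth restoration scores as activation.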
KB-V1 MDR tox = kills drug-selected multidrug resistant KB-V1 cells | KB-V1 MDR cells viability, CellTiter-Glo, 72 h | Potency, µM (top dose mostly 46.1 µM), without a hit: at the highest dose activity change, negative = cytotoxicity, actives largely listed as cytotoxic | 3.4% of 400,000 active; also: potency is read from the fitted curve at half-maximal effect; % is scaled to controls: 0 for no effect and ±100 for the full control effect; nearly all actives have a fitted effect of over 60% in size
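Cytotoxicity via CellTiter-Glo luminescence after 72 h compound exposure at 37 degrees C. Cells: drug-selected KB-V1 line, DMEM phenol-red free plus 10% FBS. Compounds tested at multiple concentrations; normalized data fitted to concentration-effect curves.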
PTHR1 agonist = agonists of human PTHR1 parathyroid hormone receptor | Q03431 | HEK293 GP2 PTHR1 cells, GloSensor cAMP luminescence, 1 h | Potency, µM (doses to about 115 µM), for the others: at the top dose activation, most hits filed as activators | 0.075% of 410,000 active; also: potency is read from the fitted curve at half-maximal effect; nearly all actives have a fitted effect of over 55% in size; some results filed as inactive show a strong effect at the top dose; inactives centre near -15; many of its hits are not listed in these tables
Target sequence (Q03431 whole entry, looked up): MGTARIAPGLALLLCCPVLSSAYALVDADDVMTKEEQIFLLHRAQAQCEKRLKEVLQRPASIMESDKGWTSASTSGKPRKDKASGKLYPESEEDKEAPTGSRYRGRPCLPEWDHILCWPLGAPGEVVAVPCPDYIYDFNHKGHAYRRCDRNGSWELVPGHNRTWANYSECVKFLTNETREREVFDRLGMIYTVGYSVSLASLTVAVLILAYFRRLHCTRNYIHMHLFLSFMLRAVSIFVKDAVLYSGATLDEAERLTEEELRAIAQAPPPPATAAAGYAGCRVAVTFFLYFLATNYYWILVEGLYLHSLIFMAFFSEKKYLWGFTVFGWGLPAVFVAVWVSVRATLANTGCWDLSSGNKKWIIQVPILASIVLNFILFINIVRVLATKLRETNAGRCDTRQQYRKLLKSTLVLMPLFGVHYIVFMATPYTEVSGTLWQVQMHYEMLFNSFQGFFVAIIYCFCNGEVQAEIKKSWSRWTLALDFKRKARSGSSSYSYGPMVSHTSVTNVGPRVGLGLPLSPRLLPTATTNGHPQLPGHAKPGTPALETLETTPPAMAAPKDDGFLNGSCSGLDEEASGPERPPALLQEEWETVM
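HEK-293-derived GP2 cells expressing PTHR1 and a GloSensor cAMP reporter, 3,000/well, plated overnight, given luciferin plus IBMX (each 0.5 mM as added) for 1 h at 37 °C, then compound for 1 h at 37 °C. Luminescence was read after 15 min at room temperature.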
D3 antag = antagonists of human D3 dopamine receptor. D3R cells, DiscoveRx beta-arrestin luminescence, antagonist mode; active compounds read low. P35462. max response, negative = inhibition, %. 2.5% of 360,000 active. AID 652054; in the data active = max response below about -50%; inconclusive = no clear call, values can overlap the other calls; also: % is scaled to controls: 0 for no effect and ±100 for the full control effect; mostly tested at two doses, the higher about 12 µM
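Cells expressing the human receptor were seeded at 1500 cells/well, incubated overnight at 37 degrees C in 5% CO2, then exposed to library compounds with dopamine controls for 90 minutes at 37 degrees C before luminescent detection.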
DRD3 agonist = activates the human D3 dopamine receptor; P35462; D3R DiscoveRx beta-arrestin cells, luminescence, 90 min; max activation, %; 0.58% of 410,000 active; in the data active = max activation above about 30%; also: 0% is about no effect; mostly tested at two doses, the higher about 12 µM
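Agonist-mode cell screen: cells plated at 1500/well and incubated overnight at 37 °C, then exposed to library compounds for 90 min at 37 °C. Detection reagent was added for 30–60 min at room temperature, and luminescence was read.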
* = called active by the depositor; i = inactive; ? = inconclusive; . = not tested or not shown; [ ] = dose if it differs, or a comment. Unless noted, calls follow the shape of the dose curve; as a rule, active = well fitted curve in the direction sought with a large enough effect; inconclusive = small, poorly fitted or top-dose-only effect, or another doubt; inactive = no such curve, though single readings can be large; an effect the other way counts as inactive or inconclusive.

SMILES	GLP-1R agonist	GLP1R inv ag	TDP43 rescue	HEK293 tox	aSyn rescue	KB-V1 MDR tox	PTHR1 agonist	D3 antag	DRD3 agonist
COc1cccc(/C=N/Nc2ncnc(N)c2[N+](=O)[O-])c1OC	-14%	0%	-2%	0%	-9%	7%	-22%	-15	-10
CCCS(=O)(=O)c1cscc1NC(=O)c1c(-c2c(F)cccc2Cl)noc1C	25%	-19%	-11%	-2%	3%	?	-13%	0	8
CC(C)(C)c1cc(NC(=O)CSc2nncs2)n(-c2ccccc2)n1	-1%	1%	-1%	-7%	-7%	-28%	i	1	-3
CCOc1ccc(N(CC(=O)N2CCN(c3ccccc3OC)CC2)S(=O)(=O)c2ccc(F)cc2)cc1	-1%	?	10%	16%	2%	?	i	-12	2
COCCN(CCOC)c1ncnc2c1cnn2-c1ccc(Cl)cc1	21%	?	13%	2%	9%	-2%	-18%	12	-4
CCn1c(O)c(/C=N/N=C2CCCC2)c2ccc(C3=NNC(=O)CC3)cc21	29%	18%	3%	-6%	8%	-12%	14%	28	7
O=[N+]([O-])c1ccc(Cl)c(CN2CCSCC2)c1	9%	1%	4%	0%	0%	7%	i	0	-1
CCc1ccc(C(=O)c2cn(CC(=O)Nc3ccc(OC)cc3)c3cc4c(cc3c2=O)OCCO4)cc1	-1%	-8%	20%	-8%	.	0%	-2%	.	-8
CC(C)NC(=O)c1sc2nc(-c3cccs3)cc(-c3cccs3)c2c1N	10%	0%	?	41%[activator]	10%	-7%	-14%	?	1
O=S1(=O)CCN(C2CC2)CC1	-2%	-8%	9%	3%	-6%	8%	i	-2	2
CC(C)NC(=O)c1noc2cc([N+](=O)[O-])ccc12	-12%	28%	0%	7%	5%	1%	-13%[57.5 µM]	12	1
Cc1oc2ccc(O)c(CN3CCCCC3)c2c1C(=O)Nc1cccc(C(F)(F)F)c1	.	?	6%	-11%	.	?	i	.	1
CN(C)S(=O)(=O)c1cccc(NC(=O)CC23CC4CC(CC(C4)C2)C3)c1	15%	?	18%	5%	1%	4%	-14%	18	2
CC(C)CCCN1C(Nc2ccccc2)=NC[C@@H]1Cc1ccccc1	2%	?	8%	-10%	3%	-10%	-19%	1	-25
COc1ccc(OCCN(C)Cc2c(O)ccc3ccccc23)cc1	5%	?	-14%	-7%	13%	0%	i	0	-13
COc1cccc(C(=O)O/N=C(\N)c2ccccn2)c1OC	-10%	7.9µM*	26%	10%	-6%	-9%	-41%	-1	-9
CCCS(=O)(=O)c1c(Nc2ccccc2C)sc(C(=O)c2ccccc2)c1N	.	?	29%	-7%	.	-19%	-29%	.	-9
Oc1c(Cl)cc(Cl)cc1C(C#Cc1ccccc1)N1CCOCC1 (stereo not drawn)	2%	?	?	0%	-1%	8%	-5%[57.5 µM]	12	1
CCCCNC(=O)COC(=O)c1ccc(F)cc1Cl	18%	4%	-18%[0.397 µM]	2%	4%	-2%	i	8	6
Cc1ccc2c(c1)NC(=O)c1cc([N+](=O)[O-])ccc1O2	14%	20%	13%	-2%	6%	15%	i	54	3
CCCNC(=O)c1cc(C2CCCN(C(=O)c3ccc(NC(C)=O)cc3)C2)on1 (stereo not drawn)	-6%	2%	8%	-6%	-6%	1%	i	32	6
COc1ccc(CNC(=O)C2(C)Cc3c(-c4ccccc4)ccnc3O2)cc1OC (stereo not drawn)	-5%	11%	-3%	-7%	-3%	-22%	-19%	?	-3
COc1ccc(OC)c(NC(=O)CSc2nc(=O)n(CCN(C)C)c3c2CCC3)c1	.	4%	4%	0%	.	.	i	.	-11
N#Cc1cn(CCOC(=O)c2cccc(C(F)(F)F)c2)c(=O)[nH]c1=O	7%	-13%	-11%	14%	8%	3%	-4%	-4	-5
CCNC(=O)C1(C)CCCN(C(=O)c2ccc(C(F)(F)F)nc2C)C1 (stereo not drawn)	7%	17%	16%	7%	-1%	0%	-3%	11	4
O=C(Nc1cc(S(=O)(=O)N2CCOCC2)ccc1N1CCOCC1)c1ccccc1F	-6%	17%	20%	3%	-6%	15%	0%	3	-1
CN(C)c1ccc(C(CNC(=O)c2c(F)cccc2Cl)N2CCOCC2)cc1 (stereo not drawn)	.	8%	8%	5%	.	0%	-16%	.	7
COc1ccc(CN2CCN(CCCc3ccccc3)C(CCO)C2)c(OC)c1 (stereo not drawn)	0%	-24%	0%	1%	-1%	0%	3%	2	-15
O=C(CSc1nc2ccccc2o1)Nc1nc2c(s1)CCCC2	-8%	2.5µM*	?	-16%	4%	?	-38%[inhibitor]	-6	3
Cc1c(NC(=O)c2ccc(Br)o2)cccc1-c1nc2ccccc2o1	.	-1%	17%	-5%	.	11%	i	.	2
Cc1cc(C)c(S(=O)(=O)NCCc2ccccc2)c(C)c1	18%	?	4%	16%	20µM*	-22%	-28%	6	-3
CN(C)CCN1C(=O)C(=O)/C(=C(/O)c2ccc(S(=O)(=O)N3CCOCC3)cc2)C1c1ccccc1 (stereo not drawn)	-4%	-2%	-15%	11%	1%	7%	-9%[57.5 µM]	-10	-7
Cc1nn(-c2ccccc2)c(N)c1C(O)(CC(=O)C(F)(F)F)C(F)(F)F (stereo not drawn)	0%	13%	-14%	-12%	-9%	-1%	i	21	-1
COCCCNC(=O)CCn1c(=O)c2ccccc2n(CC(=O)Nc2cc(Cl)ccc2OC)c1=O	-1%	-9%	28%	-3%	.	?	i	.	-9
COc1ccccc1-n1c(=O)c2c3c(sc2n(C)c1=O)CN(C(C)=O)CC3	.	7%	-1%	-14%	.	-48%	-6%	.	7
CCN(CC)S(=O)(=O)c1ccc(N2CCN(CCOc3ccc(OC)cc3)CC2)nc1	13%	?	-15%	0%	2%	1%	-11%	-6	61*
COc1ccc(S(=O)(=O)N(C)CC(=O)NCCC2=CCCCC2)cc1C	6%	?	-6%	-16%	3%	-5%	-13%	10	10
COc1ccc(Br)c(C(=O)Nc2cccc(Cl)c2Cl)c1	8%	-27%	22%	5%	7%	?	i	5	12
CC1(C)CNC(=O)CC(C)(C)N1O	-2%	13%	-15%	10%	0%	6%	-4%[57.5 µM]	48	9
O=[N+]([O-])c1ccc(/C=N/Nc2nc(N3CCCCC3)nc(N3CCCCC3)n2)o1	-1%	?	?	-3%	-1%	?	-5%	6	0

2 records picked at random from the list so far:
SMILES	GLP-1R agonist	GLP1R inv ag	TDP43 rescue	HEK293 tox	aSyn rescue	KB-V1 MDR tox	PTHR1 agonist	D3 antag	DRD3 agonist
CC1(C)CNC(=O)CC(C)(C)N1O	-2%	13%	-15%	10%	0%	6%	-4%[57.5 µM]	48	9
O=C(Nc1cc(S(=O)(=O)N2CCOCC2)ccc1N1CCOCC1)c1ccccc1F	-6%	17%	20%	3%	-6%	15%	0%	3	-1

The listing continues:
SMILES	GLP-1R agonist	GLP1R inv ag	TDP43 rescue	HEK293 tox	aSyn rescue	KB-V1 MDR tox	PTHR1 agonist	D3 antag	DRD3 agonist
CC(=O)N1c2ccc(S(=O)(=O)NCC3CCC(C(=O)NCc4ccco4)CC3)cc2CC1C (stereo not drawn)	-1%	12%	-5%	-11%	10%	0%	-21%	7	2
COc1ccc(-c2c[n+]3c(n2-c2ccccc2)SCC3)cc1	5%	-10%	-9%[1.82 µM]	-3%	-1%	0%	-35%[inhibitor]	5	2
Cc1cccc(N2C(=O)CC(Sc3nc(-c4ccccc4)c4cc(Cl)ccc4n3)C2=O)c1 (stereo not drawn)	-9%	-7%	3%	18%	-18%	?	i	?	7
Cc1cc(C)c(NC(=S)NC(CO)(CO)CO)c(C)c1	-10%	-6%	3%	-1%	-6%	-4%	i	1	7
COc1ccc(C(=O)OCc2cc(=O)n3nc(-c4cccs4)sc3n2)cc1	.	18%	12%	1%	.	12%	-20%	.	-3
C=CCN(CC=C)CC(O)CN(c1cc([N+](=O)[O-])ccc1OC)S(=O)(=O)c1ccccc1 (stereo not drawn)	7%	?	-1%	2%	-1%	11%	i	-84*	-41
COc1cccc(CNC(=O)[C@@H]2CCCN2C(=O)[C@@H]2CCCN2C(=O)c2ccccc2)c1	5%	19%	18%	-4%	-5%	?	4%	-10	7
Cc1ccc(Nc2nc(-c3ccc(C)cc3)c(CC(=O)O)s2)cc1	-5%	?	?	16%	-9%	17%	i	-4	-1
Cc1nn(CC(=O)OCC(=O)c2ccccc2)c(C)c1[N+](=O)[O-]	0%	3%	-5%	-9%	0%	?	1%	-21	-10
Cc1cc([N+](=O)[O-])ccc1NC(=O)c1cncc(Br)c1	1%	-2%	1%	-6%	1%	?	i	20	7
N#CC(C#N)=Cc1cccn1-c1ccc(C(=O)O)cc1	2%	0%[7.66 µM]	7%[9.22 µM]	9%[7.66 µM]	1%	-9%	-7%	-14	-1
CC1CCCCC12NC(=O)N(Cc1cc(=O)n3ccsc3n1)C2=O (stereo not drawn)	8%	9%	0%	3%	-4%	-8%	i	4	2
COC(=O)CC/C(O)=C1\C(=O)CC(C)(C)CC1=NCCc1nc2ccccc2[nH]1	-6%	2%	-2%	-1%	2%	-3%	i	13	1
COc1ccc(S(=O)(=O)NC(CC(=O)NCCc2ccccc2)c2ccco2)cc1 (stereo not drawn)	3%	3%	-23%	-13%	1%	-8%	i	-8	-1
O=C(NCc1n[nH]c(=S)n1-c1ccc(F)cc1)c1ccc(S(=O)(=O)N2CCCCC2)cc1	7%	9%	1%	1%	4%	1%	i	-20	4
CCOC(=O)c1nc(N)c(=O)n(-c2ccccc2)n1	0%	3%	12%	-11%	4%	19%	i	2	-1

This is a subset, so the mix of outcomes need not match the whole.
